# UPR CHOP act – apoptotic UPR (CHOP) activation | CHO-CHOP luciferase reporter, luminescence; percent of tunicamycin response over DMSO baseline | activation, % at 10 µM | 0.34% of 330,000 active;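 active means at 10 µM dose, activation of 40% or more, normalized to positive control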;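 further: 100% = tunicamycin at 10 µg/mL and 0% = DMSO alone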
#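 Assay system: CHO-CHOP cells, stable luciferase reporter of PERK-eIF2a-CHOP signalling / Buffer or medium: F12 plus 10% serum / Compound dosing: one dose, 10 µM in 0.5% DMSO / Times: 6 h compound treatment, 37 °C / Technique: luciferase luminescence / Read-out: % reporter activation, DMSO baseline versus tunicamycin full activation / Benchmarks: tunicamycin and DMSO controls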
# APJ antag – blocks the human apelin receptor APJ | P35414 | CHO-K1 APJ beta-arrestin complementation, luminescence | inhibition, % at 20 µM | 0.32% of 330,000 active;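 active means inhibition above about 40% at 20 µM, limit read from the data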;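 further: cells challenged with 10 nM apelin-13 agonist together with compound; plate controls were apelin-13 plus DMSO wells for no effect and DMSO wells lacking apelin-13 for full effect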
# Target sequence (P35414 whole entry, looked up): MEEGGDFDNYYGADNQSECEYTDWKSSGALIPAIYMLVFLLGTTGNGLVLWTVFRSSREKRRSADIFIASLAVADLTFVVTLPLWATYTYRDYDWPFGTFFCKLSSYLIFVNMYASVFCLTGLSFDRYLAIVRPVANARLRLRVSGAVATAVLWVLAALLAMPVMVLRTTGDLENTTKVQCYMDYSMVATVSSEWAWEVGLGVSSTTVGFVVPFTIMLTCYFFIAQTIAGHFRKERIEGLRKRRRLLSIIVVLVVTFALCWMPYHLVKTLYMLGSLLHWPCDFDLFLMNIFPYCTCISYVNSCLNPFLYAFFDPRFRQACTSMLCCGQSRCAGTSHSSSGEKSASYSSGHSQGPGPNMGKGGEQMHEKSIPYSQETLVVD
# tim23-1 inh – tim23-1 yeast growth inhibition. S. cerevisiae tim23-1 growth, BacTiter-Glo luminescence, 24 h. AID 463212. 1.3% of 330,000 active. inhibition, % at 20 µM;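 active means growth inhibition of the mutant yeast at or above 50%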;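 further: temperature-sensitive mutant grown at 25 °C; plate controls were DMSO-treated mutant yeast for no effect and medium wells lacking yeast for full effect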
# APJ agonist – activates the human apelin receptor APJ; CHO-K1 APJ PathHunter beta-arrestin, luminescence; 0% DMSO wells, 100% apelin; activation, % at 20 µM; AID 2520; 0.11% of 330,000 active; P35414;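 active means activation more than six SD over the plate average, tested at 20 µM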;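 further: 0% = DMSO alone and 100% = apelin-13 at 10 nM; some results filed as inactive read as strong as hits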
#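 Assay system: CHO-K1 cells stably expressing ProLink-tagged human APJ and arrestin–beta-gal acceptor. Compound dosing: 20 µM single point, 1% DMSO. Times: 16-18 h seeding, 90 min dark compound exposure, 60 min detection. Detection: beta-gal luminescence. Evaluation: APJ–arrestin association signal. Controls: negative DMSO alone, positive Apelin-13 at 10 nM.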
# tim10-1 inh – growth inhibitors of tim10-1 mutant yeast. S. cerevisiae tim10-1 ts strain growth, BacTiter-Glo, 24 h. inhibition, % at 20 µM. 2.2% of 330,000 active;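 active means inhibition of at least 40%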;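 further: mutant grown at 25 °C; 0% = DMSO wells with yeast and 100% = wells holding no yeast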
# TIM10 inh – inhibits growth of TIM10 yeast strain; S. cerevisiae TIM10 strain growth, BacTiter-Glo luminescence, 24 h; inhibition, % at 10 µM; 1.4% of 330,000 active;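 active means inhibition of 40% or more at the single tested concentration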;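 further: wild-type TIM10 isogenic control strain grown at permissive 25 °C; 0% = DMSO yeast wells and 100% = minimal medium wells without yeast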
# CXCR6 block – inhibitors of human CXCR6 receptor; O00574; CHO-K1 PathHunter CXCR6 beta-arrestin, luminescence; inhibition, % at 20 µM; 0.36% of 360,000 active; in the data active means inhibition above about 34%, passing the limit was not always enough;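 further: antagonist mode with CXCL16 agonist at 10 nM final; 0% = 10 nM CXCL16 with DMSO and 100% = unstimulated wells without agonist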
# Target sequence (O00574 whole entry, looked up): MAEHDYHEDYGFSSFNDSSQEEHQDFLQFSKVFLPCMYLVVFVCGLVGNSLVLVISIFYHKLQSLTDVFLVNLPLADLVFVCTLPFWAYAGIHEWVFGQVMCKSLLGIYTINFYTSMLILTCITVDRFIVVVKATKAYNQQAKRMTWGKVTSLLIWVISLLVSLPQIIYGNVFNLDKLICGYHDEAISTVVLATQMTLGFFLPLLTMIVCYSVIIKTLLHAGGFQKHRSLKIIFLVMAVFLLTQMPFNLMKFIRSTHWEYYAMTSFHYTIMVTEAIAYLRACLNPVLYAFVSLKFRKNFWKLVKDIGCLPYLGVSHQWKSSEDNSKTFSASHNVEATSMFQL
# Mdm2-MdmX inh – inhibitors of human Mdm2/MdmX interaction; SaOS-2 split-luciferase Mdm2/MdmX complementation, luminescence; 3% of 330,000 active; inhibition, % at 8 µM; O15151+Q00987;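 active means inhibition of at least 50% at 8 µM in the primary screen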
# XBP1 UPR activ – adaptive UPR (XBP1) activation. CHO-XBP1 luciferase reporter, IRE1-XBP1 UPR activation, luminescence; percent of tunicamycin response, DMSO as zero. activation, % at 20 µM. 0.33% of 330,000 active;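 active means versus positive control, 20 µM dose yields 30% or more activation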;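 further: 100% = tunicamycin at 10 µg/mL and 0% = DMSO only wells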
#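 Assay system: CHO-XBP1 luciferase reporter cells; Schedule: 6 h treatment, 37 °C; Detection: glow luminescence from Steady-Glo reagent; Benchmarks: high control tunicamycin 10 µg/mL final, low control DMSO vehicle only.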
# Numbers without * were called inactive. A portion of the library. The share of hits here may be higher or lower than overall.
SMILES,UPR CHOP act,APJ antag,tim23-1 inh,APJ agonist,tim10-1 inh,TIM10 inh,CXCR6 block,Mdm2-MdmX inh,XBP1 UPR activ
CCC(CO)NCc1ccccc1OC(C)C (stereo not drawn),2.3,-13,6,-1,1,-12,0,2,-1
O=C(NNC(=O)c1cc2ccccc2cc1O)Nc1ccc(F)cc1F,1.2,-7,-12,-2,-9,-4,-16,24,-1
COCCCNC(=O)CC(NS(=O)(=O)c1ccc(Cl)cc1)c1ccco1 (stereo not drawn),0.8,-2,18,4,13,-8,8,5,0
O=C(CN(C(=O)c1csnn1)c1ccc(F)c(Cl)c1)NC1CCCCC1,-0.8,6,10,-4,-17,17,9,-1,-6
CCOc1ccc(C(=O)NCC(=O)OCc2csc(-c3ccccc3)n2)cc1,-0.6,3,5,-2,-6,2,-4,2,-1
COC(=O)c1cc(C(=O)OC)n(Cc2ccc(F)cc2)n1,-1.9,14,-11,2,-9,-14,7,-1,1
CN1CCN(C(=O)c2ccc(CS(=O)Cc3ccc(Cl)cc3)o2)CC1 (stereo not drawn),-0.2,8,11,-2,7,-5,11,-9,-9
COc1cc(-c2nc3ccccn3c2N)ccc1O,2.4,5,21,1,27,13,6,12,1
COC(=O)c1ccc(=O)n(Cc2ccc3c(c2)OCO3)c1,-1.8,-19,12,-6,12,-7,10,-22,-1
COc1cc(N=c2oc3c(C)ncc(CO)c3cc2C(N)=O)cc(OC)c1OC,-1.4,-3,19,-2,11,-14,3,14,-2
Cc1ccc(C)c(NC(=O)CSc2ccc(S(=O)(=O)N3CCCC3)cn2)c1,-0.3,5,12,-3,2,7,3,-7,-3
Cc1ccc(C(=O)C(C)OC(=O)C2CCN(c3ccc(C(F)(F)F)cn3)CC2)cc1C (stereo not drawn),-0.3,-46,23,-2,26,6,-6,34,0
Cc1cc(C)c(C(=O)COC(=O)c2cc([N+](=O)[O-])ccc2N2CCOCC2)cc1C,3.6,20,14,0,1,-15,8,-1,2
O=C(Nc1ccccc1O)c1ccc(NS(=O)(=O)c2cccc3cccnc23)cc1,1.2,-30,23,-3,25,8,-4,77*,18
Cc1cccc(OCCn2nc(C(=O)O)c3ccccc3c2=O)c1,-2.5,23,-23,1,-28,-12,1,7,-2
CCOC(=O)N1CCN(S(=O)(=O)c2ccc(C(=O)N(CCCN(C)C)c3nc4ccc(OC)cc4s3)cc2)CC1,2.5,3,-13,0,11,8,4,20,-2
Cc1c(C(=O)NCc2ccc(F)cc2)oc2ccc(S(=O)(=O)N3CCOCC3)cc12,2.7,-16,27,3,18,6,-19,18,1
COc1ccccc1C1C(C(C)=O)=C(O)C(=O)N1CCc1ccccc1 (stereo not drawn),0.2,10,3,-6,21,-34,-8,-7,-1
Cc1cccc(NC(=O)c2ccc3nccnc3c2)c1C,5.6,4,9,-4,3,-6,-1,33,1
CCCC(=O)c1c[nH]c(C(=O)NCCCN2CCOCC2)c1,1.1,2,9,-2,8,-2,3,-3,0

# Full records as entered above.
# `Cc1c(C(=O)NCc2ccc(F)cc2)oc2ccc(S(=O)(=O)N3CCOCC3)cc12` in the list: UPR CHOP act = 2.7; APJ antag = -16; tim23-1 inh = 27; APJ agonist = 3; tim10-1 inh = 18; TIM10 inh = 6; CXCR6 block = -19; Mdm2-MdmX inh = 18; XBP1 UPR activ = 1
# `O=C(Nc1ccccc1O)c1ccc(NS(=O)(=O)c2cccc3cccnc23)cc1` in the list: UPR CHOP act = 1.2; APJ antag = -30; tim23-1 inh = 23; APJ agonist = -3; tim10-1 inh = 25; TIM10 inh = 8; CXCR6 block = -4; Mdm2-MdmX inh = 77*; XBP1 UPR activ = 18

# Other results follow.
SMILES,UPR CHOP act,APJ antag,tim23-1 inh,APJ agonist,tim10-1 inh,TIM10 inh,CXCR6 block,Mdm2-MdmX inh,XBP1 UPR activ
C/C=C/c1ccc(OCC(O)CNCC(c2ccc(OC)cc2)N(C)C)c(OC)c1 (stereo not drawn),-0.6,15,-1,-4,9,5,2,8,-4
C=CCn1c(NC(=O)c2ccc(C)cc2)nc2ccccc21,6.9,-7,15,4,0,-5,3,-44,2
CCN(CC(=O)NCCc1ccc(S(N)(=O)=O)cc1)Cc1ccccc1,1.5,15,4,-4,-12,-2,7,-1,-2
c1ccc(-c2ccc3sccc3n2)cc1,5.0,-5,13,0,6,13,-9,-70,7
O=C(CSCc1ccc(Cl)cc1Cl)Nc1nccs1,-0.6,10,-4,-4,-13,-15,-3,18,-3
Cc1ccc(C(=O)NC2CCCCNC2=O)cc1C (stereo not drawn),4.1,12,9,-5,11,10,0,14,-1
CCN(CC)c1ccc(N=Cc2c(C)[nH]c3ccccc23)cc1,3.0,-8,12,-1,12,6,-16,4,0
CSc1ccc(CSCC(=O)N2CCN(S(=O)(=O)c3ccc(C)cc3C)CC2)cc1,2.3,9,28,-3,9,30,-5,30,-4
CN1CCN(C(=O)CCN2C(=O)c3ccccc3C2=O)CC1,1.5,-2,-3,-3,-7,2,-7,-2,7
Cc1c(Br)c([N+](=O)[O-])nn1C(C)C(=O)N1CCCc2ccccc21 (stereo not drawn),-1.7,25,42,-5,40*,30,4,-21,-4
Cc1cc(-c2ccccc2)nc(N/N=C/c2ccc(N(C)C)cc2)n1,2.1,1,16,-2,3,18,7,23,-1
COC(=O)c1ccc(C(=O)OC)c(NC(=S)N2CCN(c3cc(Cl)ccc3C)CC2)c1,1.9,15,10,0,-12,12,6,9,-1
COc1ccc(-n2c(Cc3cccn3C)nnc2SCC(=O)Nc2nccs2)cc1,-2.3,16,9,-3,9,-3,-6,-8,2
OCc1nc2ccccc2n1CCOc1ccccc1,1.2,7,12,-4,-11,0,0,5,3
O=C(CC12CC3CC(CC(Br)(C3)C1)C2)NC1=NCCS1,-0.8,5,-8,-4,11,12,-6,17,-2
Cc1oc(-c2ccccc2Cl)nc1CS(=O)CC(=O)NCc1ccc2c(c1)OCO2 (stereo not drawn),0.4,-2,5,-5,20,-2,-8,4,-4
CCc1cccc(NC(=O)c2cccc(S(=O)(=O)N3CCN(C)CC3)c2)c1,0.0,0,12,1,15,-1,15,8,-2
O=C(c1cccc(-c2ccccc2F)c1)N1CC[C@@H](N2CCC(O)CC2)[C@H](O)C1,1.1,-29,0,0,0,-4,8,-16,-7
Cc1ccc(OCCNS(=O)(=O)c2cccs2)cc1,1.0,-7,26,5,20,3,-21,-10,2
COc1cc(NC(=O)COC(=O)Cc2ccc(-c3ccccc3)cc2)cc(OC)c1,2.4,18,33,-6,17,23,-7,11,0
CC(=O)Nc1ccccc1NC(=O)c1cc(C)cc(C)c1,-1.0,13,14,-4,12,1,2,-1,-4
CCOc1ncccc1C(=O)N1CCN(S(=O)(=O)c2ccc3c(c2)OCCO3)CC1,-1.9,5,4,-2,13,-3,6,16,0
Cc1cc(Cc2ccc([N+](=O)[O-])cc2)c(C)cn1,1.5,16,5,2,-3,-8,22,25,-4
Cc1c(-c2cccc(NC(=O)c3ccco3)c2)nc2ncccn12,-0.3,26,-12,0,5,-4,-8,20,0
COc1ccc(NC(=O)c2ccc(NCC3CCCO3)c([N+](=O)[O-])c2)cc1 (stereo not drawn),1.0,13,8,-3,7,8,-1,13,-1
COc1ccc(N2C(=O)C3C(c4ccc(C(=O)O)cc4)NC(Cc4ccccc4)(C(=O)O)C3C2=O)c([N+](=O)[O-])c1 (stereo not drawn),0.1,9,12,-3,5,3,10,-19,-1
C/C(=N\NC(N)=S)C12CC3CC(CC(C3)C1)C2,-0.1,6,46,0,43*,26,0,38,9
CNc1cc(N2CCN(S(=O)(=O)N(C)C)CC2)ccc1[N+](=O)[O-],2.3,15,8,-3,0,1,1,2,-1
c1coc(CN=C2NC(=NCc3ccco3)c3ccccc32)c1,-1.1,16,5,3,-9,5,-6,34,2
Cc1ccc(-n2nnnc2SCC(=O)Nc2ccc(N3CCN(C)CC3)cc2)c(C)c1,0.2,1,-3,-1,-7,8,13,29,-2

# Sorted by value in CXCR6 block (ascending): three of the compounds above.
molecule | APJ antag | TIM10 inh | CXCR6 block | Mdm2-MdmX inh | XBP1 UPR activ
CC(=O)Nc1ccccc1NC(=O)c1cc(C)cc(C)c1 | 13 | 1 | 2 | -1 | -4
CCOc1ncccc1C(=O)N1CCN(S(=O)(=O)c2ccc3c(c2)OCCO3)CC1 | 5 | -3 | 6 | 16 | 0
COc1ccc(N2C(=O)C3C(c4ccc(C(=O)O)cc4)NC(Cc4ccccc4)(C(=O)O)C3C2=O)c([N+](=O)[O-])c1 (stereo not drawn) | 9 | 3 | 10 | -19 | -1

# Entries listed so far that have an NH in an aromatic ring, in the order listed:
SMILES,UPR CHOP act,APJ antag,tim23-1 inh,APJ agonist,tim10-1 inh,TIM10 inh,CXCR6 block,Mdm2-MdmX inh,XBP1 UPR activ
CCCC(=O)c1c[nH]c(C(=O)NCCCN2CCOCC2)c1,1.1,2,9,-2,8,-2,3,-3,0
CCN(CC)c1ccc(N=Cc2c(C)[nH]c3ccccc23)cc1,3.0,-8,12,-1,12,6,-16,4,0

# Next section
SMILES,UPR CHOP act,APJ antag,tim23-1 inh,APJ agonist,tim10-1 inh,TIM10 inh,CXCR6 block,Mdm2-MdmX inh,XBP1 UPR activ
O=C(Nc1ccc(Cl)cc1Cl)NC1CCN(S(=O)(=O)c2ccc(F)cc2)CC1,-1.2,-20,-2,-2,-6,-15,-4,51*,4
CCOC(=O)N1CCC(Nc2c(NCCCN(C)Cc3ccccc3)c(=O)c2=O)CC1,-0.9,-4,9,-2,12,8,9,-15,1
Cc1ccc(NC(=O)C2CC(=O)N(C(C)c3ccccc3)C2)cc1 (stereo not drawn),-0.5,-9,5,-4,0,9,-1,17,-2
Cc1nn(C)c(Cl)c1C(N)=O,-1.2,-13,-5,0,-1,-13,2,15,-3
Cc1cccc(NC(=O)CSCc2cc(=O)n3ccsc3n2)c1C,2.0,-5,-9,-1,11,4,5,16,-4
CCNC(=S)N1CCN(S(=O)(=O)c2ccc(C)c(C)c2)CC1,-1.6,-7,6,0,10,18,5,11,3
C=CCC(CC=C)(NC(=O)c1ccccc1)c1ccccc1,-1.5,5,3,-4,21,-1,1,5,-4
CCc1ccc(NC(=O)C2CCCN(S(C)(=O)=O)C2)cc1 (stereo not drawn),-1.3,9,7,0,9,-8,-2,-13,-1

# Bioassay records: PubChem BioAssay, Sanford-Burnham Center for Chemical Genomics
